HTT ATP protect: qHTS Multiplex Assay to Identify Dual Action Probes in a Cell Model of Huntington: Cytoprotection (ATP); PC12 HTT-Q103 induced, cytoprotection, ATP luminescence, 40 h; Potency, µM (series often up to 56.4 µM), for inactives: cytoprotection (ATP increase), most hits filed as activators; 230,000 compounds, 0.14% hits; AID 1471, 2008;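 note: % of control where 0% means no effect; nearly all actives have a fitted effect of over 45% in size; toxic huntingtin expression switched on by the ecdysone agonist tebufenozide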
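Compounds added alongside 100 nM tebufenozide, which induces toxic Q103 huntingtin exon 1-GFP in stable PC12 cells; surviving cells quantified by luminescent ATP measurement. Medium: phenol red-free DMEM, 5% equine and 5% calf serum.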
GAA glycogen mod: qHTS Assay for Inhibitors and Activators of Human alpha-Glucosidase Cleavage of Glycogen; recombinant GAA, glycogen substrate, Amplex Red glucose oxidase fluorescence; Potency, µM (top dose mostly 76.4 µM), inactives show at the top dose activity change, negative = inhibition, actives largely listed as inhibitors; 300,000 compounds, 0.38% hits;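 note: 0% = full enzyme reaction and -100% = no-enzyme basal signal; the screen sought inhibitors and activators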
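qHTS, 1536-well; enzyme 4 nM final; cpd up to 77 uM; substrate bovine liver glycogen 30 ug; 50 mM citrate/phosphate pH 5.0, 0.01% Tween-20; 37 C, 40 min; Amplex Red detection 45 min RT; Hill fit → AC50.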
IMPase Li inh: qHTS Assay for Identifying the Cell-Membrane Permeable IMPase Inhibitors: Potentiation with Lithium. CHO-M1 cells, IP1 TR-FRET (IP-One), carbachol + lithium. 210,000 compounds, 0.35% hits. Potency, µM (top dose mostly 59.4 µM), for the others: at the top dose activity, negative = IMPase inhibition, most hits filed as inhibitors;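 note: IP1 builds up when IMPase is blocked and the TR-FRET signal falls; plate controls were basal vehicle for no effect and high inhibitor control for full effect; nearly all actives have a fitted effect of over 50% in size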
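CHO cells stably expressing M1 receptor (2000/well, cultured 16–30 h) treated 30 min at 37C with compound plus low lithium. Cytosolic IP1 by TR-FRET (665/620 ratio and 620 channel) after 10 min lysis; AC50 by Hill fit.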
GAA spleen mod: qHTS Assay for Inhibitors and Activators of Human alpha-Glucosidase From Spleen Homogenate | Lysosomal alpha-glucosidase (Homo sapiens), P10253 | Potency, µM (titrated, usually from 79.9 µM), for inactives: at the top dose activity change, negative = inhibition, most hits filed as inhibitors | AID 2112, 2009 | human spleen homogenate, 4-MU-alpha-glucoside fluorescence | 240,000 compounds, 0.006% hits;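 note: 0% = enzyme with vehicle and -100% = no enzyme basal signal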
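Enzyme source: human spleen homogenate, 1 ug/well. Buffer 50 mM citric acid/K phosphate pH 5.0, 0.01% Tween-20. 4-MU-alpha-glucoside 1 mM; 37 C x 40 min; NaOH/glycine stop; fluorescence.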
GoLoco inh red: qHTS Assay for Inhibitors of RGS12 GoLoco Motif Activity (Red Fluorophore). Guanine nucleotide-binding protein G(i) subunit alpha-1 (Homo sapiens), P63096. Gai1:RGS12 GoLoco peptide FP, rhodamine, 10 min. Potency, µM (series often up to 61.6 µM), for inactives: at the top dose activity, negative = inhibition, most hits filed as inhibitors. 230,000 compounds, 0.44% hits. AID 880, 2007; active = well fitted inhibition curve with a large enough effect, not every such curve was filed as active; inactive = no such curve, though single readings can be large or run the other way; note: % is set by controls: 0 for no effect and ±100 for the full control effect; nearly all actives have a fitted effect of over 30% in size; many of its hits are not listed in these tables
Target sequence (P63096 whole entry, looked up): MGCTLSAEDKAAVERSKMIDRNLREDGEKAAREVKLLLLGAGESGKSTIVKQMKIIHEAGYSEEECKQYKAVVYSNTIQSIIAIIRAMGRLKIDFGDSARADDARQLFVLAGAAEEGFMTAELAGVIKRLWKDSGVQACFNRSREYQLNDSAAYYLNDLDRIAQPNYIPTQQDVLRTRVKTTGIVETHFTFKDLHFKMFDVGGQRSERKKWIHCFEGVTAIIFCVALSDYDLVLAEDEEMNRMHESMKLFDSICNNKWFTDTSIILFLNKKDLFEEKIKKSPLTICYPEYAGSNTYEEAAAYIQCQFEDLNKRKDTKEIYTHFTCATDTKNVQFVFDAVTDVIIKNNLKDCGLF
HTT aggregate: qHTS Multiplex Assay to Identify Dual Action Probes in a Cell Model of Huntington: Aggregate Formation (GFP). PC12 HttQ103-GFP aggregates, Acumen cytometry, 40 h. Potency, µM (top dose mostly 46.1 µM), for inactives: top-dose activity change, negative = inhibition, most hits filed as inhibitors. 220,000 compounds, 1.1% hits; note: % is set by controls: 0 for no effect and ±100 for the full control effect; nearly all actives have a fitted effect of over 60% in size
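Read-out: GFP aggregate count by laser scanning cytometer (488 nm excitation, 500-530 nm emission, 1–25 µm objects >6 SD above background). Cells: PC12, inducible HTTex1-Q103-GFP, 100 nM tebufenozide; compounds titrated.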
GAA inh: qHTS Assay for Inhibitors of Human alpha-Glucosidase as a Potential Chaperone Treatment of Pompe Disease; Lysosomal alpha-glucosidase (Homo sapiens), P10253; 200,000 compounds, 0.005% hits; purified human GAA, 4-MU-alpha-glucoside fluorescence; Potency, µM (series often up to 76.9 µM), inactives show at the highest dose activity change, negative = inhibition, usual class: inhibitors;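 note: plate controls were uninhibited enzyme wells for no effect and no-enzyme background for full effect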
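AC50 values come from Hill fits of compound titrations (up to 77 uM) against 4 nM human enzyme. Substrate 4-methylumbelliferyl-alpha-D-pyranoside at 400 uM, pH 5.0 citrate buffer, 20 min room temperature; fluorescence Ex 365/Em 440 after alkaline stop.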
* = called active by the depositor; u = inconclusive; x = not tested or not shown; [ ] = dose if it differs, or a comment. Unless noted, calls come from the whole dose curve; as a rule, active = well fitted curve in the direction sought with a large enough effect; inconclusive = small, poorly fitted or top-dose-only effect, or another doubt; inactive = no such curve, though single readings can be large; an effect the other way counts as inactive or inconclusive. Potency is the fitted concentration of half-maximal effect. Only part of the results is shown; rates above refer to the full screens.

Preview (8 entries):
cpd	mol	HTT ATP protect	GAA glycogen mod	IMPase Li inh	GAA spleen mod	GoLoco inh red	HTT aggregate	GAA inh
1	Brc1cc2c(cc1/C=N/Nc1nc(N3CCCCC3)nc(N3CCCCC3)n1)OCO2	-60%[inhibitor]	-4%	7%	0%	2%	13%	-6%
2	COC(=O)c1ccc(NC(=O)C2CCCN2S(=O)(=O)c2ccc(OC)cc2)cc1 (stereo not drawn)	-36%[1.9 µM]	3%	15%	-13%	1%	-5%	u
3	CCc1ccc(OCCOCC(O)CN2CCN(Cc3ccc(Cl)cc3)CC2)cc1 (stereo not drawn)	x	-3%	1%	-3%	12%	-32%	-25%
4	COc1ccccc1NC(=S)NNC(=O)c1ccncc1	-2%[10 µM]	u	12%	0%	7%	5%	-4%
5	COc1ccc(S(=O)(=O)N(CCC(=O)O)Cc2ccccc2)cc1	-24%[10 µM]	12%	11%	6%	6%	11%	-15%
6	CCCNC(=O)NC1C(NC(=O)NCCC)N(C)C(=O)N1C (stereo not drawn)	-1%[10 µM]	-5%	-1%	-7%	-6%	3%	6%
7	O=C(COC(=O)c1ccccc1NS(=O)(=O)c1ccc(Cl)cc1)NCc1ccccc1	-6%[10 µM]	-8%	11%	6%	20%	0%	-2%
8	CC(Cc1ccccn1)NC(=O)CCc1nnc(C2CCCCC2)o1 (stereo not drawn)	24%	15%	3%	-7%	-7%	-9%	-8%

The listing, from the start:
cpd	mol	HTT ATP protect	GAA glycogen mod	IMPase Li inh	GAA spleen mod	GoLoco inh red	HTT aggregate	GAA inh
1	Brc1cc2c(cc1/C=N/Nc1nc(N3CCCCC3)nc(N3CCCCC3)n1)OCO2	-60%[inhibitor]	-4%	7%	0%	2%	13%	-6%
2	COC(=O)c1ccc(NC(=O)C2CCCN2S(=O)(=O)c2ccc(OC)cc2)cc1 (stereo not drawn)	-36%[1.9 µM]	3%	15%	-13%	1%	-5%	u
3	CCc1ccc(OCCOCC(O)CN2CCN(Cc3ccc(Cl)cc3)CC2)cc1 (stereo not drawn)	x	-3%	1%	-3%	12%	-32%	-25%
4	COc1ccccc1NC(=S)NNC(=O)c1ccncc1	-2%[10 µM]	u	12%	0%	7%	5%	-4%
5	COc1ccc(S(=O)(=O)N(CCC(=O)O)Cc2ccccc2)cc1	-24%[10 µM]	12%	11%	6%	6%	11%	-15%
6	CCCNC(=O)NC1C(NC(=O)NCCC)N(C)C(=O)N1C (stereo not drawn)	-1%[10 µM]	-5%	-1%	-7%	-6%	3%	6%
7	O=C(COC(=O)c1ccccc1NS(=O)(=O)c1ccc(Cl)cc1)NCc1ccccc1	-6%[10 µM]	-8%	11%	6%	20%	0%	-2%
8	CC(Cc1ccccn1)NC(=O)CCc1nnc(C2CCCCC2)o1 (stereo not drawn)	24%	15%	3%	-7%	-7%	-9%	-8%
9	CC(=O)NS(=O)(=O)c1ccc(NC(=O)/C=C/c2ccc(C)o2)cc1	x	-1%	9%	-8%	-26%	x	u
10	COC(OC)C(C)NC(=O)NC(=O)c1ccccc1Cl (stereo not drawn)	-11%[10 µM]	-6%	x	3%	2%	-11%[9.22 µM]	x
11	Cc1ccc2nc(C3CCN(C(=O)c4ccco4)CC3)[nH]c2c1	2%	-3%	6%[38.3 µM]	-4%	1%	-6%	-3%
12	CS(=O)(=O)N(CC(=O)Nc1cccc(F)c1)Cc1ccccc1	3%[0.074 µM]	-3%	-3%	-9%	2%	-11%	-31%
13	COc1ccc(Oc2nc(-c3ccccc3)ncc2C(=O)O)cc1	x	8%	0%	-2%	5%	17%	3%
14	O=C(Nc1ccc2ccccc2c1)NC1CCS(=O)(=O)C1 (stereo not drawn)	13%[10 µM]	18%	-4%	1%	10%	5%[9.22 µM]	u
15	COCCn1c(SC(C)C(=O)Nc2ccc3c(c2)OCCO3)nc2ccccc2c1=O (stereo not drawn)	22%[4.97 µM]	4%	7%[38.3 µM]	4%	10%	7%	-8%
16	Cc1cc(C)n(Cc2ccccc2Cl)n1	-2%[0.074 µM]	2%	1%[38.3 µM]	-18%	0%	7%	-2%
17	Cc1ccc(-n2c(COc3ccccc3)n[nH]c2=S)cc1	u	-21%	4%	8%	14%	-17%	-4%
18	O=C(NC(NCc1ccccc1)C(Cl)(Cl)Cl)c1cccnc1 (stereo not drawn)	6%	8%	-3%[38.3 µM]	-1%	-5%	-7%	3%
19	CN(C)C(/C=C/Nc1ccc(Br)cc1)=C(C#N)C#N	-1%[10 µM]	1%	6%	-2%	0%	-16%[9.22 µM]	x
20	CC(C)(C)OC(=O)N1CCOCCOCCNCCOCCOCC1	-17%[1.9 µM]	-1%	7%	-6%	7%	-8%	2%
21	C/C(=N\OCC(=O)Nc1nc2ccccc2s1)c1ccccc1	x	7%	12%	-1%	9%	-1%	-5%
22	CN(c1ccccc1)c1nc(N)c([N+](=O)[O-])c(NCCO)n1	8%[10 µM]	-1%	x	7%	1%	6%[9.22 µM]	-13%
23	Cc1noc(C)c1S(=O)(=O)N1CCC(C(=O)N2CCN(Cc3ccc4c(c3)OCO4)CC2)CC1	2%	1%	32%[38.3 µM]	-7%	9%	-1%	u
24	CC(=O)N1CCC(c2c[nH]c3ccccc23)CC1	13%[10 µM]	2%	x	9%	9%	-1%[9.22 µM]	2%
25	O=C(Nc1ccccn1)c1cc(-c2cccc(Cl)c2)nc2ccccc12	14%[10 µM]	-5%	16%	-5%	-3%	-29%	-1%
26	Cc1ccc(Nc2nnc(SCC(=O)Nc3cccc(S(=O)(=O)N4CCCCC4)c3)s2)cc1	8%[10 µM]	2%	4%	-7%	-38%	-1%	-5%
27	O=C(NCc1ccco1)C1CCN(S(=O)(=O)c2cccc3cccnc23)CC1	-24%	6%	13%[38.3 µM]	-5%	2%	0%	-4%[15.4 µM]
28	CC(=O)NCCNc1ncnc2ccc(-c3ccc(C(=O)N(C)C)cc3)cc12	14%	x	4%	9%	6%	x	x
29	CCOC(=O)c1sc(NS(=O)(=O)c2ccc(NC(C)=O)cc2)nc1C	3%[10 µM]	9%	14%[38.3 µM]	-1%	-10%	-9%	u
30	Cc1ccc(/C=N/n2cnc3sc4c(c3c2=O)CCCC4)o1	-5%	2%	-18%[38.3 µM]	-14%	-6%	-33%	-6%
31	CC(CN(C)Cc1ccccc1)OC(=O)c1ccc(F)cc1 (stereo not drawn)	-3%[10 µM]	0%	x	10%	x	14%	-2%
32	CCOc1ccc2nc(NCCCNC(=O)c3cc(OC)c(OC)c(OC)c3)c(C#N)cc2c1	-1%[10 µM]	-5%	x	-2%	10%	-11%[9.22 µM]	x
33	CC(C)c1cc(C(=O)N/N=C/c2ccco2)n[nH]1	9%[10 µM]	-2%	4%	-11%	2%	-2%	-1%
34	Clc1ccc(-c2cn3cccnc3n2)cc1	-13%	-5%	20%[38.3 µM]	6%	-4%	0%	u
35	Cc1nnc(N(Cc2ccco2)C(=O)c2ccno2)s1	-4%	-3%	2%[38.3 µM]	3%	34%[activator]	-17%	-14%
36	CCOC(=O)Cn1c(=N)n(CCOc2ccc(Br)cc2)c2ccccc21	-7%[10 µM]	8%	x	1%	2%	-11%[9.22 µM]	-7%
37	Cc1cc(C)c(C(=O)COc2cccnc2[N+](=O)[O-])cc1C	-97%[inhibitor]	4%	27%[38.3 µM]	-5%	19%	u	-8%
38	Cc1ccc(NC(=O)c2noc3c2CCC3)cc1C	-99%[inhibitor]	0%	11%	-2%	-7%	-15%	-6%
39	Cc1c(C(=O)c2ccc(Cl)c(Cl)c2)cnc2cc3c(cc12)OCO3	-9%[10 µM]	-3%	11%	-8%	-7%	u	-4%
40	Cc1c(O)c(=O)c2ccccc2n1C	2%[10 µM]	u	-6%	u	1%	u	u
41	CCC(C)(C)n1nnnc1C(c1ccc2ncccc2c1)N1CCN(c2ccc(O)cc2)CC1 (stereo not drawn)	-9%[10 µM]	1.4µM*	x	3%	-11%	-7%[9.22 µM]	x
42	CNS(=O)(=O)c1cc(C(=O)OCC(=O)NC2CCCc3ccccc32)ccc1Cl (stereo not drawn)	4%[10 µM]	-7%	-1%	-2%	-35%	u	1%
43	CCN(CC)C(=O)Cn1cnc2sc(C(=O)N3CCN(c4ccc(F)cc4)CC3)c(C)c2c1=O	-15%	-12%	-1%	3%	6%	4%	-2%
44	CCOC(=O)CN1C(=O)C(=O)c2cc(C)ccc21	-8%	-3%	-14%[38.3 µM]	-6%	190%[activator]	-9%	10%
45	CN(Cc1cccs1)C(=O)CSc1nnnn1C	2%	13%	27%[38.3 µM]	6%	11%	24%	2%
46	Clc1ccc(CN2CCC(Cc3ccccc3)CC2)cc1	7%[10 µM]	1%	16%	1%	3%	-4%	-5%
47	CCN(CC)c1ccc(NC(=O)c2ccccc2)cc1S(=O)(=O)Nc1ccccc1OC	x	0%	7%	-5%	7%	12%	2%
48	Cc1onc(-c2c(Cl)cccc2Cl)c1C(=O)O/N=C(\C#N)c1c(Cl)cccc1Cl	14%[10 µM]	5%	x	6%	3%	-1%[9.22 µM]	2%[15.4 µM]
49	CCO[C@@H]1OC(C(=O)NC2CC2)=C[C@H](c2ccc(C(F)(F)F)cc2)[C@H]1CCCO	9%[10 µM]	-4%	0%	-1%	5%	8%[9.22 µM]	x

Compound activity from PubChem BioAssay.
